tim10-1 inh: inhibits growth of tim10-1 mutant yeast; S. cerevisiae tim10-1 ts strain growth, BacTiter-Glo, 24 h; inhibition, % at 20 µM; 2.2% of 330,000 active; AID 463190;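 active = inhibition of at least 40%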;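 note: mutant grown at 25 °C; 0% = DMSO wells with yeast and 100% = wells holding no yeast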
Mdm2-MdmX inh: disrupts the human Mdm2-MdmX interaction | 3% of 330,000 active | SaOS-2 split-luciferase Mdm2/MdmX complementation, luminescence | AID 485346 | inhibition, % at 8 µM | O15151+Q00987;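 active = inhibition of at least 50% at 8 µM in the primary screen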
APJ ag: activates the human apelin receptor APJ. P35414. CHO-K1 APJ PathHunter beta-arrestin, luminescence; 0% DMSO wells, 100% apelin. activation, % at 20 µM. 0.11% of 330,000 active;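 active = activation more than six SD over the plate average, tested at 20 µM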;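 note: 0% = DMSO alone and 100% = apelin-13 at 10 nM; some results filed as inactive read as strong as hits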
Target sequence (P35414 whole entry, looked up): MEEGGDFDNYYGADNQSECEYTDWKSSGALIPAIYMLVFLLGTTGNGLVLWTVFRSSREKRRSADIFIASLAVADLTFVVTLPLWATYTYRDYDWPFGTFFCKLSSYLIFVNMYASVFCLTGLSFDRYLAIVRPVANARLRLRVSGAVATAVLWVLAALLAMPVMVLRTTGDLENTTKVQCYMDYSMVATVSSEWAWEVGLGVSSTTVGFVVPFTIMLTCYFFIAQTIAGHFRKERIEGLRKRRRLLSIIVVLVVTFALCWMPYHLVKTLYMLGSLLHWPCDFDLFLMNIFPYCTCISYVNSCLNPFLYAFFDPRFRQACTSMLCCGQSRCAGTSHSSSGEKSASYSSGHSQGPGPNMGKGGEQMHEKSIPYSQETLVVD
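Test system: CHO-K1 APJ beta-arrestin complementation cell line | Compound: Single test compound dose, 20 µM final, 1% DMSO | Incubation: Compound 90 min 25 °C, reagent 1 h | Measured by: beta-gal luminescence | Read-out basis: APJ–arrestin association signal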
NR3A LBD binder: modulates the human NR3A ligand-binding domain; NR3A LBD differential scanning fluorimetry, Tm shift; 0% = protein alone, 100% = glycine-bound protein; Tm shift relative to glycine control, % at 25 µM; 2.5% of 340,000 active; AID 1259313;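 active = melting temperature shift of at least 10% of the positive control shift, at one fixed dose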
NALP3 yeast inh: NALP3 inhibition in yeast | Yeast reconstituted NLRP3/ASC/caspase-1, beta-gal luminescence, 24 h | inhibition, % at 10 µM | 0.39% of 330,000 active | AID 2825;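 active = inhibition of 50% or more; inactive = inhibition below 50%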;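 note: plate controls were induced DMSO wells for no effect and uninduced yeast grown without galactose for full effect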
UPR CHOP act: activators of apoptotic arm of unfolded protein response (CHOP); CHO-CHOP luciferase reporter, UPR activation, luminescence; percent of tunicamycin response over DMSO baseline; activation, % at 10 µM; AID 449763; 0.34% of 330,000 active;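 active = at 10 µM dose, activation of 40% or more, normalized to positive control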;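 note: 100% = tunicamycin at 10 µg/mL and 0% = DMSO alone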
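Dosing – one dose, 10 µM in 0.5% DMSO · System – CHO-CHOP cells, stable luciferase reporter of PERK-eIF2a-CHOP signalling · Input – 500 cells/well · Control set – tunicamycin 10 µg/mL final as positive, DMSO-only wells as negative · Timing – 6 h compound treatment, 37 °C · Measure – % activation vs tunicamycin · Technique – luminescence read with Steady-Glo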
UPR XBP1 act: adaptive UPR (XBP1) activation; 0.33% of 330,000 active; CHO-XBP1 luciferase reporter, IRE1-XBP1 UPR activation, luminescence; percent of tunicamycin response, DMSO as zero; activation, % at 20 µM; AID 463104;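 active = versus positive control, 20 µM dose yields 30% or more activation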;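 note: 100% = tunicamycin at 10 µg/mL and 0% = DMSO only wells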
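Assay system: CHO-XBP1 luciferase reporter cells; Schedule: 6 h treatment, 37 °C; Detection: glow luminescence from Steady-Glo reagent; Benchmarks: high control tunicamycin 10 µg/mL final, low control DMSO vehicle only.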
TIM10 inh: TIM10 yeast growth inhibition; 1.4% of 330,000 active; S. cerevisiae TIM10 strain growth, BacTiter-Glo luminescence, 24 h; inhibition, % at 10 µM;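 active = inhibition of 40% or more at the single tested concentration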;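 note: wild-type TIM10 isogenic control strain grown at permissive 25 °C; 0% = DMSO yeast wells and 100% = minimal medium wells without yeast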
tim23-1 inh: inhibits growth of tim23-1 mutant yeast; S. cerevisiae tim23-1 growth, BacTiter-Glo luminescence, 24 h; inhibition, % at 20 µM; 1.3% of 330,000 active;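 active = growth inhibition of the mutant yeast at or above 50%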;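 note: temperature-sensitive mutant grown at 25 °C; plate controls were DMSO-treated mutant yeast for no effect and medium wells lacking yeast for full effect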
* marks the source's active call; other numbers are inactive results; nt = no result given; & = joins results of further samples.

No. | SMILES | tim10-1 inh | Mdm2-MdmX inh | APJ ag | NR3A LBD binder | NALP3 yeast inh
1 | COc1cccc(CNc2ccc3[nH]c(=O)[nH]c3c2)c1OCc1ccccc1F | 17 | -9 | 1 | -6 | 21
2 | O=C(Nc1ccc(-c2nnn(CC(=O)N3CCN(C(=O)c4ccco4)CC3)n2)cc1)c1ccccc1F | 9 | -3 | -4 | nt | 11
3 | COc1ccccc1CCC(=O)NCCCn1ccc2ccccc21 | 30 | 10 | -2 | -1 | 33
4 | Cc1ccc(NC(=O)NC(=O)CN2CCC(C(N)=O)CC2)c(C)c1 | -6 | -22 | 1 | 2 | 19
5 | COc1ccc(OC)c2sc(N(CCN(C)C)C(=O)c3ccc4ccccc4c3)nc12 | 30 | 34 | -10 | 3 | 3
6 | O=C(CSc1nc(-c2cccs2)cc(C(F)(F)F)n1)NCc1ccco1 | 12 | 9 | -4 | 0 | 10
7 | CN(C)NC(=O)c1ccsc1NC(=O)c1ccc(S(=O)(=O)N2CCCC2)cc1 | 17 | 10 | -2 | 1 | 3
8 | OCC[C@@H]1C[C@H](O)[C@@H](O)[C@]2(CCc3ccccc3CO2)O1 | -29 | 19 | -4 | 10 | 7
9 | COc1ccc(CCNC(=O)Cn2c(=O)n(-c3ccc(F)cc3F)c(=O)c3sccc32)cc1OC | -10 | 21 | -1 | 0 | 15
10 | Cc1ccc(-c2nnn(CCC(=O)NC3CCCC3)n2)cc1 | 21 | -11 | -2 | -1 | 16
11 | CC(=O)CC(C)(C)n1nnc(-c2ccccc2)n1 | 4 | 4 | -5 | 0 | 2
12 | O=c1ccc2cc(S(=O)(=O)Nc3ccc(F)cc3)ccc2o1 | 19 | 32 | -5 | 3 | -7

No. | UPR CHOP act | UPR XBP1 act | TIM10 inh | tim23-1 inh
1 | 2.8 | -6 | 14 | 35
2 | 3.8 | 2 | 1 | -4
3 | 1.1 | -2 | -9 | 22
4 | 3.6 | 1 | 4 | -2
5 | 2.6 | -4 | 23 | 14
6 | -1.6 | -1 | 4 | 27
7 | 0.0 | 1 | 9 | 30
8 | -3.2 | -2 | -11 | -10
9 | -1.2 | -5 | 10 | 3
10 | -1.4 | -1 | 10 | 21
11 | -1.7 | -2 | 1 | 4
12 | 0.2 | -6 | 21 | 25

Records 1 through 5, quoted:
No. | SMILES | tim10-1 inh | Mdm2-MdmX inh | APJ ag | NR3A LBD binder | NALP3 yeast inh
1 | COc1cccc(CNc2ccc3[nH]c(=O)[nH]c3c2)c1OCc1ccccc1F | 17 | -9 | 1 | -6 | 21
2 | O=C(Nc1ccc(-c2nnn(CC(=O)N3CCN(C(=O)c4ccco4)CC3)n2)cc1)c1ccccc1F | 9 | -3 | -4 | nt | 11
3 | COc1ccccc1CCC(=O)NCCCn1ccc2ccccc21 | 30 | 10 | -2 | -1 | 33
4 | Cc1ccc(NC(=O)NC(=O)CN2CCC(C(N)=O)CC2)c(C)c1 | -6 | -22 | 1 | 2 | 19
5 | COc1ccc(OC)c2sc(N(CCN(C)C)C(=O)c3ccc4ccccc4c3)nc12 | 30 | 34 | -10 | 3 | 3

No. | UPR CHOP act | UPR XBP1 act | TIM10 inh | tim23-1 inh
1 | 2.8 | -6 | 14 | 35
2 | 3.8 | 2 | 1 | -4
3 | 1.1 | -2 | -9 | 22
4 | 3.6 | 1 | 4 | -2
5 | 2.6 | -4 | 23 | 14

Further structures follow:
No. | SMILES | tim10-1 inh | Mdm2-MdmX inh | APJ ag | NR3A LBD binder | NALP3 yeast inh
13 | NC(=O)c1ccsc1NC(=O)COC(=O)Cc1c[nH]c2ccccc12 | -14 | 18 | 1 | 26* | 3
14 | N/C(CSc1ccc(Cl)cc1)=N\S(=O)(=O)c1ccc(Cl)cc1 | -9 | -6 | 3 | -10 | 15
15 | Cc1ccc(N(CC(=O)NCc2ccccc2)C(=O)CCC(=O)Nc2ccccn2)c(C)c1 | 4 | 1 | -2 | 4 | -5
16 | Cc1ccc2cn[nH]c2c1N | 11 | -32 | -1 | 0 | -13
17 | CCOC(=O)CSc1nnc(NC(=O)CN2CCCCC2)s1 | -11 | 15 | -5 | -1 | 10
18 | COc1ccc(N(CC(=O)N2CCC(C)CC2)S(=O)(=O)c2c(C)nn(C)c2C)cc1 | 13 | 2 | -7 | 5 | 6
19 | COc1cc(/C=N/NC(=O)C[n+]2ccccc2)cc(OC)c1OC(C)=O | -22 | 17 | 4 | 0 | -15
20 | CC(C)CN(CC(C)C)c1nnc(NC(=O)Cn2c(=O)oc3ccccc32)s1 | 17 | -25 | -2 | -1 | -9
21 | CCC(=O)Nc1cnc(NC(=O)c2cccc(F)c2)cc1C | 12 | -60 | 3 | 0 | 13
22 | CCc1ccc(C2=CSC3=NCCN23)cc1 | 0 | 13 | -2 | 1 | 2
23 | CSCCC(NC(=O)COc1ccccc1)C(=O)OCCOc1ccc(Br)cc1 (centres undefined) | 26 | 2 | -2 | -1 | -8
24 | O=c1c2ccccc2nnn1CCO | 2 | -4 | 1 | -1 | -12

No. | UPR CHOP act | UPR XBP1 act | TIM10 inh | tim23-1 inh
13 | 2.3 | -2 | 6 | -4
14 | 0.8 | -3 | 1 | 17
15 | -1.4 | -5 | 15 | 17
16 | -0.4 | 0 | 4 | 1
17 | -0.5 | -1 | -4 | 3
18 | -0.5 | -1 | 10 | 9
19 | -0.1 | 0 | -12 | -13
20 | -0.3 | 2 | 15 | 18
21 | 0.1 | -3 | 3 | 17
22 | 1.0 | 2 | -10 | 4
23 | 0.1 | -2 | -3 | 24
24 | 0.0 | 0 | 5 | 4

Going on with the list:
No. | SMILES | tim10-1 inh | Mdm2-MdmX inh | APJ ag | NR3A LBD binder | NALP3 yeast inh
25 | CCCCCCCCCCCCCCCC[n+]1cccc(C(=O)N(CC)CC)c1 | 96* | 77* | -1 | -14&-7 | 63*
26 | Cc1ccc(S(=O)(=O)NCc2ccco2)c(C)c1C | 6 | 13 | -4 | 2 | 13
27 | COc1cc(O)c2c(=O)c(-c3ccc(O[C@@H]4O[C@H](CO)[C@@H](O)[C@H](O)[C@H]4O)cc3)coc2c1 | 15 | -73 | 0 | -2 | 29
28 | O=C(CCCCn1c(=O)[nH]c2ccccc2c1=O)NCCc1c[nH]c2ccccc12 | 5 | 18 | -4 | -1 | 5
29 | CC(C)(C)c1ccccc1OCCCCCNCCO | -10 | 33 | -3 | 2 | -11
30 | CCCCN(CC)CCCNC(=O)Cn1nc(Cc2cccnc2)c2ccccc2c1=O | 1 | -1 | -1 | 0 | -1
31 | CCOC(=O)C1CCN(S(=O)(=O)c2ccc3c(ccn3C)c2)CC1 | 32 | 6 | 1 | 0 | 7
32 | COc1ccc(NC(=O)C(C)N2C(=O)c3ccccc3S2(=O)=O)c(OC)c1 (centres undefined) | 13 | 10 | 1 | 2 | 15
33 | COc1ccc(OCC(=O)O/N=C(\N)c2ccc(OC)c(OC)c2)cc1 | -3 | 28 | -5 | 1 | 40
34 | CC(C)=C[C@@H]1C[C@H](C)[C@H]2CC[C@H](C)c3c(O[C@@H]4O[C@@H](C)[C@@H](O)[C@@H](O)[C@@H]4O)c(O)c(C)c1c32 | 25 | -13 | 2 | -1 | 11
35 | Cc1ccc2c(c1)C1CN(C)CCC1N2C(=O)COc1ccc(N(C)S(=O)(=O)c2cccs2)cc1 (centres undefined) | -10 | 23 | -6 | -2 | 15
36 | O=C(Nc1nnc(-c2ccc3c(c2)CCCC3)o1)c1ccc(Cl)cc1Cl | 28 | 51* | -3 | -1 | 24

No. | UPR CHOP act | UPR XBP1 act | TIM10 inh | tim23-1 inh
25 | 0.0 | -1 | 25 | 60*
26 | -3.1 | -4 | -13 | 14
27 | 12 | 4 | 12 | 0
28 | 2.1 | -1 | -7 | -5
29 | -0.9 | 1 | 15 | -11
30 | 0.8 | 0 | -3 | 6
31 | 0.1 | 0 | 4 | 44
32 | -2.0 | -5 | -2 | 9
33 | 0.8 | -2 | -1 | 4
34 | 1.6 | 0 | -4 | 16
35 | -3.3 | -1 | 11 | 13
36 | -1.1 | 1 | 18 | 35

(listing goes on)
No. | SMILES | tim10-1 inh | Mdm2-MdmX inh | APJ ag | NR3A LBD binder | NALP3 yeast inh
37 | Cc1ccc(Nc2nc(C)cc(C)n2)c(Br)c1 | 18 | -7 | -5 | -2 | 18
38 | Cc1nonc1C(=O)N/N=C/c1ccccc1 | -10 | -18 | -1 | 0 | 6
39 | O=C(O)C1CCN(S(=O)(=O)N2CCOCC2)CC1 | 0 | -3 | -6 | 0 | 5
40 | Cc1ccc(C(C)NC(=O)c2cc3cc(Br)ccc3oc2=N)cc1 (centres undefined) | 27 | 51* | -2 | -5 | 15
41 | O=C(CNC(=O)Cc1ccccc1)NCC(=O)OCC(=O)c1ccc(F)cc1 | 0 | 18 | -3 | 2 | -1
42 | Cc1ccc(C)c(N2CCN(S(=O)(=O)c3cn(C)cn3)CC2)c1 | -12 | -14 | -2 | 0 | 14
43 | Cn1c(Cc2cccc3ccccc23)nnc1SCC(=O)N1CCN(c2cccc(Cl)c2)CC1 | 24 | 10 | 6 | 5 | -5
44 | COCCNC(=O)NC(=O)COC(=O)c1cc([N+](=O)[O-])ccc1Sc1nc(C)cs1 | 8 | 14 | 0 | -4 | 3
45 | CC1CN(C(=O)c2cc(-c3ccncc3)nc3ccccc23)CC(C)O1 (centres undefined) | 2 | -21 | -2 | 4 | 16
46 | COc1ccc(OC)c(CCNC(=O)CN2C(=O)CC(C)(C)S(=O)(=O)c3ccccc32)c1 | 9 | 20 | -2 | -1 | -8
47 | O=C(NCc1ccco1)c1ccc(CS(=O)(=O)c2cccc(C(F)(F)F)c2)o1 | 9 | 17 | -3 | -1 | -7
48 | CCOc1ccccc1N1Cc2ccccc2C1 | 26 | -4 | -2 | 2 | 17
49 | Cc1ccc2cc(/C=N/NC(=O)[C@H]3C[C@@H]3c3ccccc3)c(Cl)nc2c1 | 15 | 6 | 0 | 0 | -4
50 | CC(C)C(NC(=O)c1ccccc1F)C(=O)NCC(c1ccco1)N1CCCCC1 (centres undefined) | -6 | 3 | -2 | -2 | 22

No. | UPR CHOP act | UPR XBP1 act | TIM10 inh | tim23-1 inh
37 | -0.2 | 3 | 9 | 30
38 | 3.0 | -1 | -7 | -30
39 | 0.5 | 0 | -8 | 5
40 | 3.2 | 1 | 12 | 46
41 | 0.3 | 2 | 5 | 6
42 | -1.0 | -1 | 0 | -3
43 | -0.2 | 0 | 35 | 20
44 | -2.9 | -9 | -5 | 9
45 | 0.4 | 0 | 10 | 17
46 | -0.5 | 6 | 7 | 18
47 | -1.8 | 1 | -18 | -7
48 | 0.9 | -1 | 20 | 17
49 | -0.4 | 3 | -10 | -6
50 | -1.1 | -1 | -11 | -1
